High-throughput results from PubChem BioAssay.
EPAC2 agonist = EPAC2 (human) agonism; actives 0.079% (n = 360,000); Q8WZA2; AID 720711; Potency, µM (titrated, usually from 154 µM), for the others: at the top dose activation, most hits filed as activators; EPAC2 activation, biochemical qHTS; response scale: 100% = 6.5 mM cAMP response; note: potency is the fitted concentration of half-maximal effect; nearly all actives have a fitted effect of over 50% in size
Target sequence (Q8WZA2 whole entry, looked up): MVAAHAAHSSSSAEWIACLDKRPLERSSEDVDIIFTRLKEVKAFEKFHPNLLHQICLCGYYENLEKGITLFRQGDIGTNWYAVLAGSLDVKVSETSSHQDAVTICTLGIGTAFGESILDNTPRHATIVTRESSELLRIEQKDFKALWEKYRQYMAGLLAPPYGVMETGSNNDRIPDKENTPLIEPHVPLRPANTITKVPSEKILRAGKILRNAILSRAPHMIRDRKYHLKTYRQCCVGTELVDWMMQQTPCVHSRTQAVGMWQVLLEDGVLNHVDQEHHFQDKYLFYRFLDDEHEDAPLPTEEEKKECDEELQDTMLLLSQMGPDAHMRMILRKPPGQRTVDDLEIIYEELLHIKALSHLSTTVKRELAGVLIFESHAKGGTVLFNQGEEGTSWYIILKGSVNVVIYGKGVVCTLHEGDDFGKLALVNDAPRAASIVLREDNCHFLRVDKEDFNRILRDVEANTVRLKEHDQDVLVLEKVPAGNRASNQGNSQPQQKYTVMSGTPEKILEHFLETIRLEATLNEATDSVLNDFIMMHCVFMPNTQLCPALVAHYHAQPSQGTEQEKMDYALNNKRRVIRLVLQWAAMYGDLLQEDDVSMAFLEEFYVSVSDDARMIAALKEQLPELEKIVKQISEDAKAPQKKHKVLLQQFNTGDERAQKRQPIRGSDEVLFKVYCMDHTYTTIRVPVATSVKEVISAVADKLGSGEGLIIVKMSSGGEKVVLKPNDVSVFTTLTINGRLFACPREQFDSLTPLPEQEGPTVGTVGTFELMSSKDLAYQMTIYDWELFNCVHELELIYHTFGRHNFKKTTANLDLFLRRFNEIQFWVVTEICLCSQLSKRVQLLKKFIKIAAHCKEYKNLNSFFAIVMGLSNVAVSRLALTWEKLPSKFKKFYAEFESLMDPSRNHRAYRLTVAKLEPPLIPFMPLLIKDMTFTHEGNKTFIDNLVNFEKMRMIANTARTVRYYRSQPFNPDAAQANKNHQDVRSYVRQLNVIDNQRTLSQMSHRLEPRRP
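Nucleotide exchange monitored as fluorescence drop when BODIPY-GDP leaves Rap1B. Reaction: 100 nM EPAC2, 250 nM RAP1B-BODIPY-GDP, 50 uM GDP, room temperature, kinetic read over 30 min. Activity expressed relative to 6.5 mM cAMP.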
Abeta yeast res = restores growth of yeast expressing A-beta42 peptide; Potency, µM (doses to about 46.1 µM), without a hit: at the highest dose growth rescue, most hits filed as activators; actives 0.063% (n = 410,000); AID 1347071; yeast expressing A-beta42, growth rescue, OD600, 48 h; response scale: 0% DMSO, 100% iron-clioquinol control; note: potency is the fitted concentration of half-maximal effect; nearly all actives have a fitted effect of over 55% in size
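Yeast A-beta toxicity model in growth medium with pinned compounds, 48 h at 30 C; growth read as absorbance at 600 nm. Normalized to FeCl3/clioquinol equimolar mix (positive) and DMSO (negative).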
D3 antag = blocks the human D3 dopamine receptor; D3R cells, DiscoveRx beta-arrestin luminescence, antagonist mode; active compounds read low; max response, negative = inhibition, %; actives 2.5% (n = 360,000); AID 652054; in the data active = max response below about -50%; inconclusive = no clear call, values can overlap the other calls; note: % is set by controls: 0 for no effect and ±100 for the full control effect; mostly tested at two doses, the higher about 12 µM
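Cells expressing the human receptor were seeded at 1500 cells/well, incubated overnight at 37 degrees C in 5% CO2, then exposed to library compounds with dopamine controls for 90 minutes at 37 degrees C before luminescent detection.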
FUS suppressor = FUS proteinopathy suppression in yeast; S. cerevisiae FUS-expressing, growth rescue, OD600, 24 h; Potency, µM (series often up to 76.6 µM), for inactives: top-dose growth rescue (activation), actives largely listed as activators; actives 0.24% (n = 390,000); AID 1347120;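 note: potency is the fitted concentration of half-maximal effect; plate controls were DMSO vehicle for no effect and reference control for full effect; nearly all actives have a fitted effect of over 55% in size; some results filed as inactive show a strong effect at the top dose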
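Steps: raffinose overnight preculture; dilution to OD 0.005 in 2% galactose minimal medium; compound addition (concentration series); 24hr at 30C, 99% humidity; absorbance read at 600 nm.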
TDP-43 yeast inh = TDP-43 toxicity inhibition in yeast; actives 1.8% (n = 410,000); Potency, µM (doses to about 46.1 µM), inactives show at the highest dose growth rescue (activation), usual class: activators; AID 652104; TDP-43 expressing yeast growth rescue, BacTiter-Glo, 24 h; note: potency is the fitted concentration of half-maximal effect; % of control where 0% means no effect; nearly all actives have a fitted effect of over 50% in size
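Galactose-induced TDP-43 yeast, OD600=0.02, compound pinned; 24 hr, 30 deg C; BacTiter-Glo luminescence for growth. Inhibitors of TDP-43 toxicity read as activators.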
EPAC2 antagonist = blocks human EPAC2 exchange factor | actives 0.18% (n = 360,000) | Potency, µM (doses to about 114 µM), inactives show at the top dose activity, negative = inhibition, hits mostly inhibitors | Q8WZA2 | EPAC2 GEF exchange of Rap1B-BODIPY-GDP, fluorescence; note: potency is the fitted concentration of half-maximal effect; % is set by controls: 0 for no effect and ±100 for the full control effect; nearly all actives have a fitted effect of over 45% in size; many of its hits are not listed in these tables
DRD3 agonist = activates the human D3 dopamine receptor | actives 0.58% (n = 410,000) | AID 652048 | max activation, % | D3R DiscoveRx beta-arrestin cells, luminescence, 90 min; in the data active = max activation above about 30%; note: 0% is about no effect; mostly tested at two doses, the higher about 12 µM
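Cells at 1500/well, incubated overnight, then treated with pinned compounds (dopamine as control) for 90 min at 37 degrees C. DiscoveRx reagent added for 30 - 60 minutes at room temperature; luminescence read.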
aSyn yeast inh = rescues yeast growth from alpha-synuclein toxicity; Yeast expressing alpha-synuclein, growth rescue, BacTiter-Glo, 24 h; Potency, µM (titrated, usually from 46.1 µM), without a hit: at the top dose growth rescue (activation), actives largely listed as activators; actives 0.14% (n = 370,000); note: potency is the fitted concentration of half-maximal effect; % of control where 0% means no effect; nearly all actives have a fitted effect of over 65% in size
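Rescue of yeast growth: cells expressing toxic alpha-synuclein, induced in galactose at OD600 0.02, incubated with compound 24 h at 30 C. ATP luminescence quantified growth; inhibitors of toxicity appear as activators.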
Starred values were filed as active, the others as inactive; u = inconclusive; x = not tested or not shown; & = joins results of further samples; [ ] = remark or other dose. Unless noted, calls come from the whole dose curve; as a rule, active = well fitted curve in the direction sought with a large enough effect; inconclusive = small, poorly fitted or top-dose-only effect, or another doubt; inactive = no such curve, though single readings can be large; an effect the other way counts as inactive or inconclusive. An excerpt. The share of hits here may be higher or lower than overall.

SMILES	EPAC2 agonist	Abeta yeast res	D3 antag	FUS suppressor	TDP-43 yeast inh	EPAC2 antagonist	DRD3 agonist	aSyn yeast inh
COc1ccc(C(=O)NCC(=O)N2CCN(C(=O)c3ccco3)CC2)cc1[N+](=O)[O-]	0%	-10%	8	17%	-14%	25%	-1	0%
C=CCSC1=NC(N)=C(C#N)C2(CCCCC2)C1C(N)=O (stereo not given)	0%	22%	21	13%	15%	11%	2	-1%
Cn1nc(C(F)(F)F)c(-c2ccc(Br)cc2)c1NC(=O)c1cccnc1	6%	5%	4	15%	5%	u	0	6%
CCc1ccccc1N(C(=O)c1snc(C(N)=O)c1N)C(C(=O)NCC1CCCO1)c1ccc(C)o1 (stereo not given)	-3%	-1%	1	22%	5%	-12%	-2	0%
COc1ccc(N2CCN(C(=O)CN(c3ccccc3)S(C)(=O)=O)CC2)cc1	-2%	0%	13	-4%	23%	11%	2	-11%
CCc1nc2c(OCCn3cccc3)cccn2c1N(C=O)Cc1ccc(OC)cc1	-3%	-13%	-11	31%	0%	6%	-6	-4%
CCOC(=O)c1c(CN(CC)CC)n(C)c2cc(Br)c(O)cc12	0%	1%	-25	0%	-4%	-4%	-20	-3%
CCC(=O)c1ccc(OCC(=O)OCC(=O)NCC2CCCCC2)cc1	7%	9%	-8	-2%	13%	10%	19	1%
COc1ccc(N(CC(=O)NCC2CCCO2)S(=O)(=O)c2ccccc2)cc1OC (stereo not given)	5%	-6%	-10	-2%	-12%	2%	-8	0%
COc1ccc(C(NC(=O)C(C)(C)C)NC(=O)C(C)(C)C)cc1	2%	-10%	-27	17%	-9%	-2%	-23	-5%
Cc1ccc2ccc(C3C(=O)c4ccccc4C3=O)nc2c1	11%	-12%	-64*	27%	-23%	-6%	-14	19%
O=c1c(O)c(-c2ccccc2)oc2ccccc12	4%	-26%	-28	-7%	0%	7%	3	7%
CCCn1c(Cc2ccccc2)n[nH]c1=S	7%	10%	u	10%	-3%	3%	-2	-13%
O=C(OCC(=O)N(C1CCCCC1)C1CCCCC1)c1ccco1	-4%	-3%	25	-16%	-24%	10%	20	7%
C[C@H](CO)N1C[C@H](C)[C@@H](CN(C)C(=O)Nc2ccccc2)Oc2c(NC(=O)NC3CCCCC3)cccc2C1=O	-12%	3%	-11	31%	-1%	-8%	-7	-5%
O=c1c2ccccc2cnn1Cc1n[nH]c(=S)n1-c1cc(Cl)cc(Cl)c1	12%	27%	-57*	x	14%	-7%	-7	6%
CCN(CC(=O)Nc1c(F)cccc1F)C(=O)Cc1ccc(OC)c(S(=O)(=O)N2CCOCC2)c1	-1%	8%	19	7%	5%	19%	11	9%
CC1CN(CCOc2ccccc2-c2ccccc2)CC(C)O1 (stereo not given)	9%	-4%	u	x	0%	-5%	-10	0%
C/C(=N\NS(=O)(=O)c1ccc(Cl)cc1)c1ccc(NC(=O)c2ccco2)cc1	7%	5%	-23	16%	15%	-1%	-5	0%
O=C(Nc1cccc(Cl)c1)c1cccc(Oc2ccc([N+](=O)[O-])cc2Cl)c1	24%	16%	1	12%	4%	1%[57.1 µM]	-1	0%
O=C(NCCNc1ccc([N+](=O)[O-])cc1)c1ccc(Cl)cc1	-11%	3%	-16	14%	3%	10%	-8	-5%
CCN(CC)CCCNC(=O)CSc1c2c(nc3cc(Cl)ccc13)CCCC2	-3%	7%&-12%	-9	7%&4%	9%&18%	-19%	-9&-9	-1%&5%
CC1CCN(S(=O)(=O)c2cccc(C(=O)NCC3CCCO3)c2)CC1 (stereo not given)	2%	0%	9	-5%	-3%	-4%	4	1%
CN(C(=O)COC(=O)c1cc(=O)[nH]c2ccccc12)c1c(N)n(Cc2ccccc2)c(=O)[nH]c1=O	-1%	0%	6	6%	-1%	6%	14	-2%
COc1ccc(S(=O)(=O)NC(=O)C2(C)CCN2C(=O)CC2CCCC2)cc1 (stereo not given)	1%	16%	6	-8%	u	12%	6	0%

In another format: 4 of the compounds above.
structure | EPAC2 agonist | Abeta yeast res | D3 antag | FUS suppressor | TDP-43 yeast inh | EPAC2 antagonist | DRD3 agonist | aSyn yeast inh
CCCn1c(Cc2ccccc2)n[nH]c1=S | 7% | 10% | u | 10% | -3% | 3% | -2 | -13%
O=C(OCC(=O)N(C1CCCCC1)C1CCCCC1)c1ccco1 | -4% | -3% | 25 | -16% | -24% | 10% | 20 | 7%
C[C@H](CO)N1C[C@H](C)[C@@H](CN(C)C(=O)Nc2ccccc2)Oc2c(NC(=O)NC3CCCCC3)cccc2C1=O | -12% | 3% | -11 | 31% | -1% | -8% | -7 | -5%
O=c1c2ccccc2cnn1Cc1n[nH]c(=S)n1-c1cc(Cl)cc(Cl)c1 | 12% | 27% | -57* | x | 14% | -7% | -7 | 6%

Later entries
SMILES	EPAC2 agonist	Abeta yeast res	D3 antag	FUS suppressor	TDP-43 yeast inh	EPAC2 antagonist	DRD3 agonist	aSyn yeast inh
O=C(Nc1ccccc1)N(Cc1ccc(F)cc1)c1ccccn1	x	12%	x	27%	u	x	6	x
Cc1ccc(NC(=O)CCNS(=O)(=O)c2cc(Br)cnc2N)cc1Cl	12%	9%	-14	x	13%	-8%	-6	3%
COc1ccc(C2/C(=C(/O)c3ccccc3)C(=O)C(=O)N2CO)cc1 (stereo not given)	-1%	-2%	0	-7%	14%	-3%	-6	0%
CC(NCCO)C(=O)C12CC3CC(CC(C3)C1)C2 (stereo not given)	8%	-5%	7	62%	-10%	-2%	2	2%
COc1ccc(NS(=O)(=O)c2cccc(C(=O)NC3CCC(O)CC3)c2)cc1 (stereo not given)	6%	2%	11	x	10%	3%	6	3%
Cn1c(SCc2nnc(-c3ccccc3Br)o2)nc2sc3c(c2c1=O)CCC3	10%	11%	27	15%	-3%	2%	34*	2%
CC(CN1CCN(CCOCCO)CC1)CN1c2ccccc2Sc2ccc(Cl)cc21 (stereo not given)	9%	-11%	-117*	19%	-10%	-26%	-7	-1%
CCN(C(=O)COC(=O)c1cnc(C)cn1)C1CCS(=O)(=O)C1 (stereo not given)	6%	12%	0	14%	10%	-2%	-7	-3%
CN(C)C(=O)c1noc2cc([N+](=O)[O-])ccc12	8%	-2%	-17	18%	12%	-1%	-7	-5%
CCc1noc(C)c1C(=O)Nc1ccc(S(=O)(=O)N2CCCC(C)C2)cc1 (stereo not given)	1%	9%	13	28%	15%	-2%	1	5%
CCCC(O)(CCC)C(=O)NN(C(=O)CCl)c1ccccc1	1%	4%	4	-7%	12%	5%	1	4%
Cc1cc(C(=O)CCl)c(C)n1CC1COc2ccccc2O1 (stereo not given)	15%	-46%[inhibitor]	-29	13%	20µM*	-25%	-12	-24%
Cc1cccc(/C=C2\Oc3cc(OS(C)(=O)=O)ccc3C2=O)c1	5%	-10%	-26	18%	13%	-1%	3	-5%
COc1cccc(CNC(=O)Cc2c(C)c3cc4c(C)coc4cc3oc2=O)c1	x	-30%	x	-20%	8%	x	6	x
CCCCN(C(=O)c1cc(CN2C(=O)c3ccccc3C2=O)ccc1OC)c1c(N)n(CC(C)C)c(=O)[nH]c1=O	10%	9%	5	x	22%	-2%	-3	3%
CC(C)n1c(=N)c(C(=O)NCc2cccnc2)cc2c(=O)n3ccccc3nc21	x	-13%	x	-20%	5%	x	-13	x
CCN(CC)C(=O)Oc1ccc(OC(=O)N(CC)CC)cc1	0%	-24%	0	0%	-20%	2%	-1	5%
N#Cc1c(NC(=O)CN2CCOCC2)oc(-c2ccccc2)c1-c1ccccc1	-7%	16%	-59*	7%	3%	-7%	-3	2%
NS(=O)(=O)c1ccc(-n2ncc3c(=O)[nH]c(SCC(=O)Nc4nccs4)nc32)cc1	3%	6%	-7	11%	1%	8%	-8	-4%
Cc1ccc(C(=O)Cc2ccccc2)c(O)c1	12%	-4%	-24	10%	-31%[inhibitor]	u	-3	-11%
Cc1cc(C)c(S(=O)(=O)NCC(=O)NCc2ccccn2)c(C)c1	-8%	5%	1	-17%	6%	0%	-7	4%
COc1ccc(C(=O)C2CCCN(C(=O)COc3ccc(C(C)=O)cc3)C2)cc1F (stereo not given)	4%	8%	12	26%	u	-1%	3	4%
COc1ccc(/C=N/N2CCN(C3c4ccccc4-c4ccccc43)CC2)cc1OC	19%	19%	5	-10%	25%	1%	1	0%
CCN(CC(=O)NCc1ccc(Cl)cc1)S(=O)(=O)c1ccc(NC(C)=O)cc1	0%	10%	29	-11%	3%	-2%	0	5%
COc1ccc(C(CC(=O)O)c2cc(OC)c(OC)c(OC)c2)cc1OC (stereo not given)	4%	0%	2	x	4%	11%	0	15%

(next part)
SMILES	EPAC2 agonist	Abeta yeast res	D3 antag	FUS suppressor	TDP-43 yeast inh	EPAC2 antagonist	DRD3 agonist	aSyn yeast inh
COc1ccc(C(=O)NCC(=O)OCC(=O)c2ccc3c(c2)NC(=O)CO3)cc1	5%	11%	7	15%	4%	-5%	4	5%
O=C(NCc1nnc(SCc2ccccc2)n1-c1ccc(F)cc1)C12CC3CC(CC(C3)C1)C2	8%	u	-26	u	-6%	-12%	-2	16%
O=C1N/C(=N/O)S/C1=C\c1ccccc1-n1cccn1	-1%	-14%	0	32%	-10%	-2%	-9	-1%
COc1ccc(Cl)cc1NC(=S)NCCCN1CCCC1=O	1%	1%	-10	-34%	5%	-3%	-1	-3%
CCCn1nc(C(=O)NC2CC2)c2ccccc2c1=O	5%	11%	-11	-27%	9%	1%	-5	0%
COc1cccc(C(=O)Nc2nnc(SCC(=O)NC3CCCC3)s2)c1	8%	-1%	10	14%	3%	-9%	-24	2%
COc1ccc(C2CC(c3cccs3)=NN2C(=O)CSc2nc(=O)n3ccccc3n2)cc1 (stereo not given)	25%	0%	2	30%	22%	31%[activator]	-13	0%
COc1cc(C=NNC(=S)Nc2ccc(S(=O)(=O)N3CCCCC3)cc2)cc(OC)c1OC	-1%	5%	10	u	0%	-22%	6	1%
O=C(/C=C/c1ccc([N+](=O)[O-])cc1)NCCOc1ccc(F)cc1	-1%	9%	7	-9%	0%	-10%	2	15%
O=C(Nc1ccc2oc(=O)ccc2c1)c1cccnc1	4%	5%	5	23%	9%	0%	0	-5%
O=C(CCCN1C(=O)c2ccccc2C1=O)NC1CCCCCC1	4%	1%	1	-2%	22%	16%	3	-6%
O=[N+]([O-])c1ccc(S(=O)(=O)N(CCCN2CCOCC2)Cc2cccs2)cc1	-3%	5%	-19	-1%	2%	10%	-7	7%
